Assay outcomes deposited in PubChem by several laboratories.
DSG3 Ab inh = inhibitors of pemphigus antibody binding to human desmoglein-3; 0.48% of 310,000 active; P32926; AID 588358; DSG3-coupled beads, scFv-anti-DSG3-GFP binding, flow cytometry; stronger effect = lower value; binding (percent of control), % at 10 µM;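 active = binding more than 3 SD below its plate's average and above zero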;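 also: hits lower antibody fragment binding to DSG3; some compounds called inactive have numbers as strong as hits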
Target sequence (P32926 whole entry, looked up, the tested form may be a part): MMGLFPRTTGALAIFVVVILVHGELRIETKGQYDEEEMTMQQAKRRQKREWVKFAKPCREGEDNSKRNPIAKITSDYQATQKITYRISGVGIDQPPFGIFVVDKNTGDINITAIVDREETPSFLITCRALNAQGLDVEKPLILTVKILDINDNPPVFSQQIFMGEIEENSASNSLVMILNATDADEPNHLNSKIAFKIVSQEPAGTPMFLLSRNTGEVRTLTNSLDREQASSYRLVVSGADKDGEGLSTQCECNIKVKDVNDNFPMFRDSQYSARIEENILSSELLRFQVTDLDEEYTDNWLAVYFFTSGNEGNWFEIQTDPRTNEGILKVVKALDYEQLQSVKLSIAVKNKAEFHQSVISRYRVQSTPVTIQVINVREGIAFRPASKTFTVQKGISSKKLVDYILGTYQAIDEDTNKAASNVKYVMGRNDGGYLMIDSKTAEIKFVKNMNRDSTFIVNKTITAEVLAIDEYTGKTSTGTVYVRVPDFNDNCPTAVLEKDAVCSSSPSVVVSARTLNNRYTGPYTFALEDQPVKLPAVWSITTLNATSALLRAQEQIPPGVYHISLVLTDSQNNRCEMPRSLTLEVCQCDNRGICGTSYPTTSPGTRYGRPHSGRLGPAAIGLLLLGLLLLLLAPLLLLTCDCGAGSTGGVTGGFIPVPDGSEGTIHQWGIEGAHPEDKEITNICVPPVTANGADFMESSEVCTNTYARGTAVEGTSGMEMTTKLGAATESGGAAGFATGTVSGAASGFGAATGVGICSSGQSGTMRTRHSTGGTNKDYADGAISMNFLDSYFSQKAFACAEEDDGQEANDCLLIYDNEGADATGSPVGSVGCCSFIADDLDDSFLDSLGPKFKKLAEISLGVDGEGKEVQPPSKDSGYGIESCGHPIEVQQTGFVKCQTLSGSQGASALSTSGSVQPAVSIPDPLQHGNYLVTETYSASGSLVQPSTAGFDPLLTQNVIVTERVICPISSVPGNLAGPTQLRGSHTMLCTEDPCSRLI
MOR-DOR inv ag = mu-delta opioid heterodimer inverse agonism. P35372+P41143. cell-based MOR-DOR heterodimer luminescence. inhibition, % at 9.3 µM. 0.21% of 340,000 active. AID 504357; in the data active = inhibition above about 22%, passing the limit was not always enough;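 also: 0% = cells with DMSO and 100% = wells without cells with DMSO; values of inactives mirror those of a sister screen read the other way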
V-ATPase pH = alters yeast V-ATPase proton transport; 0.37% of 350,000 active; S. cerevisiae, pHLuorin cytosolic pH fluorescence; response, % at 10 µM; in the data active = response mostly above about 7.3%, no sharp cut-off; inactive = mostly below about 5.4%; also: actives read high; inactives centre near 0; some compounds called inactive have numbers as strong as hits; reference of the scale not given here
RTF Ca sens act = cardiac RTF calcium sensitization; P19429+P45379; IANBD-labeled TnC RTF fluorescence at EC20 calcium; 0% EC20 calcium, 100% full calcium; activation, % at 7.2 µM; 0.24% of 340,000 active; AID 493008;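 active = activation above the mean over all tested compounds plus 3 SD, cut at about 30% in these data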;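 also: rise in fluorescence read as greater calcium sensitivity of cardiac thin filaments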
C-LANA FP = inhibitors of KSHV LANA C-terminal domain DNA binding | MBP-C-LANA/FAM-LBS DNA binding, fluorescence polarization | inhibition, % at 9 µM | 0.078% of 340,000 active | AID 504423;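 active = highest replicate inhibition at or above 60% at 9 µM, even if other replicates fall short; inactive = all replicates below 60% inhibition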;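 also: 0% = neutral control wells and 100% = 4 µM acridine orange control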
Cardiac RTF inh = cardiac RTF calcium desensitization; P19429+P45379; IANBD-labeled cardiac RTF, Ca2+ fluorescence; inhibition, % at 7.15 µM; 0.12% of 340,000 active; AID 493244;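 active = inhibition above the mean inhibition of all tested compounds plus 3 SD, cut at about 17% in these data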;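 also: assay run at fixed EC70 calcium of 1.6 mM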
Wnt bcat act = activates Wnt/beta-catenin signaling in a reporter cell assay; AID 743398; activation, % at 9.35 µM; 1.2% of 300,000 active; activator, plate reader; in the data active = activation above about 30%, passing the limit was not always enough;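 also: 0% = neutral control wells and 100% = positive control wells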
OPRM1-OPRD1 ag = agonists of human mu-delta opioid receptor heterodimerization | cells, OPRM1-OPRD1 heterodimerization, luminescence | P35372+P41143 | activation, % at 9.3 µM | 0.3% of 340,000 active; in the data active = activation above about 18%;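 also: 0% = vehicle-treated cells and 100% = reference agonist; values of inactives mirror those of a sister screen read the other way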
Keap1 Nrf2 FP = disrupts human Keap1 binding to Nrf2 peptide; inhibition, % at 9.4 µM; Q14145; 0.15% of 340,000 active; Keap1 Kelch-Nrf2 peptide fluorescence polarization, 1536-well; in the data active = inhibition above about 12%;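 also: human Keap1 Kelch domain with fluorescein labeled Nrf2 9mer peptide probe; 0% = neutral control wells and 100% = peptide positive control; higher means more block of Keap1 binding to Nrf2 peptide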
Arr AP2 block = blocks beta-arrestin peptide binding to AP2 adaptin; FITC-arrestin peptide / GST-AP2 beads, flow cytometry; AP2 beta2 appendage carries R879A mutation; inhibition, % at 10 µM; AID 504490; 0.31% of 340,000 active;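 active = inhibition above a set limit, near 3 SD of compounds lacking own fluorescence, cut at about 54% in these data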;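 also: plate controls were DMSO wells for no effect and 5 µM unlabelled arrestin peptide for full effect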
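Measured by: flow cytometry, FL1 (488/535 nm); Material: AP2 appendage R879A on GSH beads; Evaluation: percent response; Timing: pre-incubation 12 min, peptide binding 1 h, room temperature; Also added: 50 nM FITC-arrestin peptide; Medium: PBS with 0.05% Tween 20 and 0.1% BSA.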
The depositor's hits bear a star; . = not tested or not shown.

SMILES	DSG3 Ab inh	MOR-DOR inv ag	V-ATPase pH	RTF Ca sens act	C-LANA FP	Cardiac RTF inh	Wnt bcat act	OPRM1-OPRD1 ag	Keap1 Nrf2 FP	Arr AP2 block
Cc1noc(C)c1CSc1nc2sc3c(c2c(=O)n1C)CCCC3	108.5	-5.2	0.6	4.3	-1.0	-8.3	.	0.9	-0.1	2.7
C/C(CC(=O)Nc1ccc(C)cc1C)=N\NC(=O)C(C)C	100.5	13.7	2.3	-3.0	-0.5	3.3	-3.0	-2.7	-4.1	24.9
Cc1csc(CN(C)C(=O)CC2C(=O)NCCN2Cc2ccc(F)c(F)c2)n1 (stereo not drawn)	.	7.7	3.4	5.0	0.9	-14.2	-0.4	-1.4	-8.7	18.0
O=C(NCCN1CCN(c2ccccc2)CC1)C1CCN(S(=O)(=O)c2cccc3nsnc23)CC1	108.1	-3.6	0.2	-1.2	1.0	-10.2	-0.6	0.7	-3.0	26.2
O=C(Nc1ccc2c(c1)OCCO2)c1cc2sccc2n1Cc1ccccc1	104.4	-12.4	1.2	-1.9	1.0	0.2	0.9	2.1	-5.3	-6.3
COc1cccc(-c2ccnc3[nH]n(-c4ccccc4)c(=O)c23)c1	90.6	17.1	1.7	7.1	1.0	-12.3	2.8	-3.6	0.5	-21.8
CN(C)CCN(C(=O)/C=C/c1cccs1)c1nc2ccc(F)cc2s1	95.1	-29.0	-0.5	0.9	1.2	-2.8	-6.6	5.3	0.7	11.1
CC(C)=CC(=O)OCC(=O)NC(=O)NC(C)(C)C	87.9	15.3	-0.6	-4.5	-0.2	6.9	1.8	-2.5	0.5	23.8
Cc1ccc(-n2nnnc2SCC(=O)NC2CCS(=O)(=O)C2)c(C)c1 (stereo not drawn)	101.8	1.3	-2.2	0.5	-0.6	-20.4	0.1	-0.2	-1.4	16.7
O=C(CCC(=O)c1cccs1)OCC(=O)c1ccccc1	97.3	5.2	3.3	3.5	-0.1	-1.1	2.4	-1.2	-3.5	6.9
COc1ccccc1CNC(=O)C1CCN(S(=O)(=O)c2ccc3c(c2)C(C)(C)C(=O)N3C)CC1	105.3	4.1	0.9	14.1	-0.4	-9.9	-2.5	-0.7	-2.4	-6.3
COc1ccc(NC(=O)Cc2cccs2)cc1S(=O)(=O)N1CCCCC1	102.3	8.3	5.8	-2.4	0.2	-2.1	-0.3	-1.7	-6.8	3.9
CN(C)C(=O)c1ccc2c(c1)n(C)c(=O)n2C	101.2	7.1	-1.3	-1.3	-1.3	-32.5	.	-1.2	-2.1	-2.7
CCN(CCO)Cc1csc2ccc(C(C)(C)C)cc12	102.8	-2.5	3.7	0.1	-1.1	-7.9	.	0.4	3.5	2.1
CC(C)C(=O)Nc1ccc(C(=O)NNC(=O)C(c2ccccc2)c2ccccc2)cc1	100.6	9.1	0.9	-0.5	2.0	13.7	.	-1.7	-4.2	3.6
COc1ccc(S(=O)(=O)N(CCc2ccccc2)CC(=O)N2CCOCC2)cc1	.	19.5	1.7	-2.0	1.1	1.2	.	-3.9	-2.1	-1.4
CCOc1ccc(/C=N/NC(=O)c2nnn(-c3nonc3N)c2-c2ccc(OCC)cc2)cc1	83.7	12.8	-5.7	-17.7	-1.8	14.2	-0.6	-2.5	-2.6	19.9
CCc1cccc(NC(=O)C2CCN(S(=O)(=O)c3c(C)noc3C)CC2)c1	100.0	5.5	-2.8	-4.5	1.7	-12.1	-1.8	-1.1	-3.1	31.0
CC(C)(C)n1ncc2c(=O)n(Cc3cccc(Cn4cnc5c(cnn5C(C)(C)C)c4=O)c3F)cnc21	100.6	3.5	0.0	1.5	1.0	-8.9	-15.5	-0.6	-2.0	-3.3
CCc1cc(=O)[nH]c(-n2[nH]c(-c3ccccc3)cc2=O)n1	96.0	7.9	1.9	6.1	0.0	-6.4	22.4	-1.4	-1.9	-17.4
Cc1cc(C)c(NC(=O)CSc2nnc(CN3CCOCC3)n2C)c(C)c1	109.8	10.2	-1.1	-8.6	-2.5	-17.5	-0.1	-1.9	3.5	-6.8
O=C(CCS(=O)(=O)c1ccc2c(c1)NC(=O)CS2)NCCc1ccccc1	102.1	10.5	-4.8	1.6	-1.4	0.9	1.6	-2.0	-4.0	10.4
CCOc1ccc(C(F)(F)F)cc1NC(C)=O	102.2	10.9	-2.2	-3.1	-1.0	-5.1	-0.9	-2.6	-5.9	7.0
Cn1nc(C(=O)NCCc2ccc(S(N)(=O)=O)cc2)c2ccccc2c1=O	97.4	4.5	1.0	0.8	1.3	-22.9	0.9	-0.9	-1.3	0.0

An excerpt from above in order of SMILES length, low to high:
SMILES	DSG3 Ab inh	MOR-DOR inv ag	V-ATPase pH	RTF Ca sens act	C-LANA FP	Cardiac RTF inh	Wnt bcat act	OPRM1-OPRD1 ag	Keap1 Nrf2 FP	Arr AP2 block
CN(C)C(=O)c1ccc2c(c1)n(C)c(=O)n2C	101.2	7.1	-1.3	-1.3	-1.3	-32.5	.	-1.2	-2.1	-2.7
CCc1cc(=O)[nH]c(-n2[nH]c(-c3ccccc3)cc2=O)n1	96.0	7.9	1.9	6.1	0.0	-6.4	22.4	-1.4	-1.9	-17.4
Cc1cc(C)c(NC(=O)CSc2nnc(CN3CCOCC3)n2C)c(C)c1	109.8	10.2	-1.1	-8.6	-2.5	-17.5	-0.1	-1.9	3.5	-6.8
COc1ccc(S(=O)(=O)N(CCc2ccccc2)CC(=O)N2CCOCC2)cc1	.	19.5	1.7	-2.0	1.1	1.2	.	-3.9	-2.1	-1.4
CCOc1ccc(/C=N/NC(=O)c2nnn(-c3nonc3N)c2-c2ccc(OCC)cc2)cc1	83.7	12.8	-5.7	-17.7	-1.8	14.2	-0.6	-2.5	-2.6	19.9

Further results:
SMILES	DSG3 Ab inh	MOR-DOR inv ag	V-ATPase pH	RTF Ca sens act	C-LANA FP	Cardiac RTF inh	Wnt bcat act	OPRM1-OPRD1 ag	Keap1 Nrf2 FP	Arr AP2 block
CN(C)c1ccc(CNC(=O)C2CCC(CNc3c(N4CCCCC4)c(=O)c3=O)CC2)cc1 (stereo not drawn)	101.1	11.8	-1.9	3.8	0.3	-0.1	-2.6	-2.2	2.3	-6.0
CCOC(=O)c1cc(CC)sc1NC(=O)c1cc(OC)c(OC)c(OC)c1	105.4	8.0	-0.4	-0.8	0.0	3.8	-0.9	-1.4	-0.1	-7.2
COc1ccc(C2C(C#N)=C(N)OC3=C2C(=O)CCC3)cc1Cn1cc([N+](=O)[O-])cn1 (stereo not drawn)	85.0	13.1	-2.0	-4.0	0.8	-17.1	-4.9	-2.6	0.2	7.1
C#CCn1c(=NC(=O)c2ccc(Cl)s2)sc2cccc(OC)c21	117.3	3.9	3.4	4.4	-1.9	-4.3	-6.2	-0.7	-3.8	0.7
COCCn1c(=NC(=O)c2ccc(S(=O)(=O)N3CCc4ccccc4C3)cc2)sc2cc(S(N)(=O)=O)ccc21	110.0	12.2	0.0	-3.1	0.5	2.6	-2.2	-2.3	-0.4	31.3
Cc1cccc(-c2c3c(=O)n(C)c(=O)n(C)c3cn2C(C)C)c1	106.5	1.6	-0.9	4.3	-1.9	1.0	3.1	-0.3	-0.4	15.3
Cc1cc(C(=O)N/N=C2\CC(=O)c3ccccc32)c(C)n1-c1ccc(F)cc1	98.3	-9.2	-0.8	0.6	-0.3	-12.1	14.4	1.8	-4.4	-1.3
CC(C)CC1(C2CCCC2)NC(=O)NC1=O (stereo not drawn)	107.5	9.5	2.7	1.3	-2.9	-6.8	-2.5	-1.9	4.6	0.3
CC(=O)c1ccc(OC(=O)COc2ccccc2Cl)cc1	117.0	3.0	-2.2	0.7	1.5	7.3	0.9	-0.6	-9.1	31.0
N/C(=N\c1nc(CSc2nc3ccccc3s2)cc(=O)[nH]1)Nc1ccc(F)cc1	86.7	2.7	-0.9	-1.0	-0.5	-13.8	-7.2	-0.5	3.9	-18.5
Cc1ccc(-n2c(C)n[nH]c2=S)cc1C	.	5.4	2.7	0.7	-2.5	-2.1	-3.4	-1.1	0.8	2.6
CCOC(=O)C1CCCN(c2c(C(=O)c3ccccc3)cnc3ccc(OC)cc23)C1 (stereo not drawn)	104.0	36.2*	-2.0	-4.9	-0.5	-1.3	0.8	-7.3	-1.1	-2.7
CCOC(=O)N1CCC(NC(=O)c2ccc3c(=O)n4c(nc3c2)CCCC4)CC1	102.5	-1.0	-3.0	5.6	1.6	2.7	-2.1	0.2	-3.1	24.1
COc1cc(OC)c(Nc2cc(C)nc3nc(C)nn23)cc1Cl	104.9	9.8	1.0	2.1	0.5	-8.4	-1.0	-1.9	-0.2	-3.5
COc1ccccc1C1CC(=O)Oc2cc(C)c(Cl)cc21 (stereo not drawn)	98.5	13.8	0.1	-0.8	-0.5	-0.6	-1.1	-2.9	-2.2	10.9
O=C(c1ccc2c(c1)OCCO2)C1CCN(S(=O)(=O)c2ccccc2F)CC1	97.9	16.8	-3.2	-0.8	-1.1	1.7	.	-3.1	1.3	-1.2
Cc1ccc(C(=O)Nc2oc(-c3ccccc3)cc2C#N)cc1	103.1	3.7	6.6	8.2	0.1	-6.7	-2.7	-0.9	-5.5	5.7
Cc1cccc(NC(=O)C2CCCCN2S(=O)(=O)c2ccccc2)c1C (stereo not drawn)	100.5	-15.8	-0.1	0.2	1.4	-4.7	1.1	4.0	-4.2	-4.2
Cc1ccc(C(=O)N2CCC(C)CC2)cc1C	100.1	9.1	-0.9	-6.1	1.4	-5.5	.	-1.6	-0.2	-1.9
O=C(O)CCC(=O)N1CCc2cc(S(=O)(=O)N3CCN(c4ccc(F)cc4)CC3)ccc21	119.5	-1.3	1.9	12.7	-1.0	-2.9	-1.4	0.2	-3.3	-1.5
CCOc1ccc2nc(N(CCCN(C)C)C(=O)c3ccc(C(=O)c4ccccc4)cc3)sc2c1	125.4	-16.7	-6.0	3.0	-0.1	-4.8	-21.0	4.1	7.1	46.6
COc1cccc(C(=O)Nc2ccc3[nH]c(=O)[nH]c3c2)c1OC	102.9	8.4	2.4	-3.6	-0.8	-1.2	-11.4	-1.4	-6.0	-0.2
CC(C)(C)c1ccc(C(=O)NC(=S)NNC(=O)COc2ccccc2)cc1	100.2	-7.5	8.9	0.0	3.1	-10.9	22.8	1.1	0.2	-2.2
O=C(CN1CCCCC1)NC(=O)NC1CCCCC1	94.0	12.4	-0.1	-6.8	0.6	4.1	5.8	-2.9	1.4	13.5
CSc1ccc(Cl)c(C(=O)NNC(=O)c2csc(N3CCOCC3)n2)c1	98.2	-7.8	-0.2	18.8	0.9	1.1	1.6	1.1	0.8	-15.7
Nc1nc2nc(-c3cccs3)cc(C(F)(F)F)n2n1	.	-2.0	-4.1	1.8	-0.6	-0.8	-2.0	0.4	-3.8	10.2
COc1cc(-c2nc(-c3cccc(C)c3)no2)cc(OC)c1OC	124.2	-6.9	8.1*	-0.3	1.4	-2.3	7.7	1.5	-0.8	39.6
Cc1ccc([N+](=O)[O-])c(OCCN2CCNCC2)c1	101.5	-5.7	6.1	-3.7	-1.0	0.6	-4.4	1.1	-0.9	.

Just Wnt bcat act and Arr AP2 block, for some of the entries so far:
| compound | Wnt bcat act | Arr AP2 block |
| --- | --- | --- |
| Cc1ccc([N+](=O)[O-])c(OCCN2CCNCC2)c1 | -4.4 | . |
| COc1cc(-c2nc(-c3cccc(C)c3)no2)cc(OC)c1OC | 7.7 | 39.6 |
